High-throughput results: PubChem, several laboratories
sEH inh: blocks human soluble epoxide hydrolase activity; P34913; recombinant human sEH enzymatic activity assay; inhibition, % at 2 µM; 0.34% of 91,000 active; AID 707; in the data active = inhibition above about 80%; note: values of inactives mirror those of a sister screen read the other way; many of its hits are not listed in these tables
CYP2C19 act: activators of human cytochrome P450 2C19. P33261. recombinant CYP2C19, luciferin-H EGE luminescence; hits give high values; 0 = fully inhibited enzyme, 1 = untreated enzyme. activation factor at 5 µM. 96,000 tested, under 10 active;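 active = activation factor of at least 2 at 5 µM in the primary screen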;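 note: 0 = wells with 2.5 mM tranylcypromine and 1 = vehicle-only wells; values of inactives mirror those of a sister screen read the other way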
Target sequence (P33261 whole entry, looked up): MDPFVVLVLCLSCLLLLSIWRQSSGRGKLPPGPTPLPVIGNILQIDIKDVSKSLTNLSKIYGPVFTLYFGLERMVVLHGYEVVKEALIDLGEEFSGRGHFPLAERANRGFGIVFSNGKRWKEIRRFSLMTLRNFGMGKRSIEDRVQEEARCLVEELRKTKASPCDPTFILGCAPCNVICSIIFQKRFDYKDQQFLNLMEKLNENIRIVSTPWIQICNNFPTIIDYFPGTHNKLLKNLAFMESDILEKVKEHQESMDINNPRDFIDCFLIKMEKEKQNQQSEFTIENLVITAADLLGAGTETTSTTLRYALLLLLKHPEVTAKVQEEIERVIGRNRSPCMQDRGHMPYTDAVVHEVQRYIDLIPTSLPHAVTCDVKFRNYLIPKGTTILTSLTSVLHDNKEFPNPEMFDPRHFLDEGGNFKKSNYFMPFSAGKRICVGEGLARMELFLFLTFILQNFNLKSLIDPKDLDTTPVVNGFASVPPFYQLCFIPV
CYP2C19 inhib: inhibitors of human CYP2C19; 21% of 96,000 active; inhibition, % at 5 µM; CYP2C19 Supersomes, luciferin-H EGE luminescence, 30 min; AID 778; P33261;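 active = CYP2C19 inhibition above a set limit at 5 µM in the primary screen, cut at about 50% in these data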;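 note: plate controls were negative control wells for no effect and 2.5 mM tranylcypromine positive control for full effect; values of inactives mirror those of a sister screen read the other way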
PostGolgi ctrl: growth of the yeast control strain, post-Golgi counter-screen; efflux-deficient yeast background strain, growth absorbance A615, 16 h; AID 738; 5% of 98,000 active; inhibition, % at 10 µM
sEH activator: increases human soluble epoxide hydrolase activity; AID 717; purified human sEH enzymatic activity, activator screen; P34913; activation, % at 2 µM; 0.04% of 91,000 active; in the data active = activation above about 37%; note: values of inactives mirror those of a sister screen read the other way
S1P2 antag: S1P2 (human) receptor antagonism; 0.21% of 97,000 active; inhibition, % at 5 µM; cell-based S1P2 antagonist assay, inhibition at 5 uM; in the data active = inhibition above about 45%;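 note: CRE beta-lactamase reporter cells expressing human S1P2 stimulated with S1P; 0% = agonist at EC80 alone and 100% = agonist plus reference antagonist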
Target sequence (O95136 whole entry, looked up): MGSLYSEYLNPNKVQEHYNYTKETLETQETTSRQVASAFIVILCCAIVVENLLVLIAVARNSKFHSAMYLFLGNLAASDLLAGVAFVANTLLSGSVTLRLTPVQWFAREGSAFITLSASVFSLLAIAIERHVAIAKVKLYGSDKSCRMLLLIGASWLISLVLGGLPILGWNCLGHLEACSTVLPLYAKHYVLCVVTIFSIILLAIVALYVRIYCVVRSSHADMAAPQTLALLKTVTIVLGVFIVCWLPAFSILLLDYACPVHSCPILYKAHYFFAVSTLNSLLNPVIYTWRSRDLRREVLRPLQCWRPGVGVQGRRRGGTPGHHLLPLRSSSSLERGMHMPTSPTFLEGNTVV
S1P2 ag: S1P2 (human) receptor agonism; AID 729; S1P2-expressing cell line, agonist reporter read-out; 0.46% of 97,000 active; O95136; activation, % at 4.5 µM; in the data active = activation above about 16%;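 note: 0% = vehicle low control and 100% = maximal reference agonist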
PostGolgi yeast: growth inhibition of a yeast mutant, post-Golgi transport screen; 0.9% of 98,000 active; inhibition, % at 10 µM; post-Golgi transport phenotypic cell assay;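 note: yeast cells grown in 1536-well plates; yeast grown about 18 h at 30C before absorbance read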
hDAT+cocaine: human DAT dopamine uptake with cocaine, either direction. B-score at 10 µM. Q01959. 1.3% of 110,000 active. LLC-PK1 hDAT cells, [14C]-dopamine uptake with cocaine IC80; actives deviate in either direction;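 active = Z score or B-score, a plate-position-corrected score, falls beyond the plate's 99.7% confidence bounds, in either direction; inactive = both scores lie inside the 99.7% bounds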;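 note: scored against the spread of the other compound wells on the same plate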
* hit, by the source's call; x = no result given. Cut-off read from the data, not from the text of the source, unless noted: active = inhibition above about 30%; inactive = the rest.

SMILES | sEH inh | CYP2C19 act | CYP2C19 inhib | PostGolgi ctrl | sEH activator | S1P2 antag | S1P2 ag | PostGolgi yeast | hDAT+cocaine
COC(=O)c1ccccc1NC(=O)Cn1cnc2ccc(S(=O)(=O)N3CCC(C)CC3)cc2c1=O | x | 1 | -1 | 0 | x | x | x | -24 | -0.01
C/C(=N\NC(=S)NCCc1ccccc1)c1ccc(C#N)cc1 | -6 | 1 | -4 | 13 | 7 | -28 | -3 | -3 | -0.19
O=c1[nH]c2c(s1)C(c1ccccc1)C1C3CCC(C3)C1S2 (centres undefined) | 27 | 0.8 | 24 | 6 | -28 | -27 | -5 | -2 | -0.03
CN1CCN(C(=O)CN2C(=O)CC(C)(C)S(=O)(=O)c3ccccc32)CC1 | -9 | 0.9 | 9 | 1 | 7 | -12 | 0 | -2 | 0.4
CCOC(=O)c1c(N)sc(C(O)(C(F)(F)F)C(F)(F)F)c1-c1ccc(OC)cc1OC | 10 | 0.5 | 55* | 21 | -6 | 6 | -7 | 3 | 1.9
CCSC1=C(C#N)C(c2cccc(Br)c2)CC(=O)N1 (centres undefined) | 7 | 0.6 | 44 | 9 | -4 | -45 | -3 | 0 | -0.9
CCOC(=O)CNC(=O)C1(c2ccccc2)CCCC1 | -1 | 0.7 | 31 | -2 | 0 | -10 | -5 | 1 | -0.0099
CCc1c(C)sc(NC(=O)OC)c1C(N)=O | 4 | 1 | 3 | 2 | -4 | 6 | -7 | 3 | -0.33
CC1CCN(C(=O)CSc2nnc(CNc3ccc(F)cc3)n2Cc2ccco2)CC1 | 13 | 0.7 | 28 | 1 | -11 | -5 | -1 | 3 | 1.1
Cc1cc(Nc2ccc3c(c2)OCCO3)n2ncnc2n1 | x | 0.9 | 6 | 2 | x | 18 | -9 | 1 | 0.26
N#C/C(=C\c1ccc(N2CCOCC2)o1)c1nc2ccccc2[nH]1 | 28 | 0.9 | 9 | 0 | -26 | -15 | -5 | -17 | 0.69
CCCCOCCCNC(=O)c1c(-c2ccccc2)noc1C | -6 | 0.3 | 68* | 6 | 5 | 17 | -4 | -2 | -0.49
COC(=O)C1=C(C)N=C2SCCC(=O)N2C1c1cccs1 (centres undefined) | 5 | 0.8 | 17 | 0 | -4 | 11 | -2 | -3 | 0.19
CCOc1ccccc1N1Cc2cc(C)c(C)cc2C1 | 0 | 0.5 | 54* | 8 | 0 | 11 | -4 | 6 | 0.0025
COc1nc(N(c2ccccc2)c2ccccc2)nc(-n2ccnc2)n1 | -2 | 0.1 | 86* | 96* | 1 | -33 | 6 | 94* | 0.13
CCN1CCN(C(c2ccccc2OC)c2nnnn2C2CCCCC2)CC1 (centres undefined) | -7 | 1.2 | -17 | 0 | 8 | 11 | -4 | 6 | -0.35
COc1cccc(NC(=O)C(C#N)Cc2ccncc2)c1 (centres undefined) | -13 | 0 | 100* | 3 | 13 | 10 | -5 | 1 | 0.18
CCCCN(Cc1ccccc1)S(=O)(=O)c1ccc2[nH]c(=O)oc2c1 | 4 | 0.2 | 76* | 10 | -6 | 1 | -5 | -4 | 0.49
Cc1c(C)[n+](=O)c(-c2cccs2)c(C)n1[O-] | -4 | x | x | -6 | 2 | 3 | -1 | 4 | -0.57
Cc1ccc(NC(=O)CN2CCC(C(=O)c3ccc(F)cc3)CC2)cc1 | 2 | x | x | x | -2 | -18 | -5 | x | 1.7
Cc1cc(C(=O)NC(C)c2ccncc2)cs1 (centres undefined) | 10 | 0.6 | 39 | 4 | -7 | -8 | -4 | 5 | -0.86
COc1ccc(CC(NC(C)=O)C(=O)NC2CCN(C(=O)Nc3ccccc3Cl)CC2)cc1OC (centres undefined) | -2 | 0.9 | 11 | 4 | 4 | -6 | 0 | 4 | 0.66
COc1ccc(C(=O)Nc2ccccc2C(=O)NC(C)C)cc1OC | -8 | 0.9 | 5 | -2 | 9 | -43 | -1 | 16 | 0.81
Cc1sc2c(c1C)c(=O)nc1scc(CC(=O)O)n12 | 1 | 1.1 | -13 | 12 | 1 | -3 | -3 | -1 | -0.14
CCOC(=O)N1CCN(C(=O)c2ccc3c(=O)n(Cc4ccccc4OC)c(=S)[nH]c3c2)CC1 | 34 | 0.7 | 32 | 2 | -32 | 5 | -4 | 0 | 0.042
Cc1ccc2cc(-c3noc(C(C)(C)C)n3)c(=O)[nH]c2c1 | -3 | 1 | -4 | 13 | 1 | -11 | -6 | -2 | 0.0061
CCn1c2ccccc2c2cc(NC(=O)CSc3nnc(-c4ccccc4OC)n3N)ccc21 | -5 | 0.1 | 94* | 6 | 5 | 26 | -7 | 1 | 2.8*
O=C(Nc1ccc2c(c1)OCO2)NC1(C(F)(F)F)Oc2ccccc2O1 | -6 | 0.8 | 22 | 17 | 5 | -5 | -4 | -1 | -3
CCC(C)(C(=O)NC1CCCC1)N(C(C)=O)c1ccc(C)cc1 (centres undefined) | -22 | 0.6 | 40 | 4 | 22 | -9 | -2 | -4 | -0.014
O=C(Nc1c(C(=O)N2CCCCC2)cnn1-c1ccccc1)c1ccco1 | -7 | 1.1 | -8 | 6 | 8 | -11 | -4 | 1 | -0.93
O=S(=O)(NCc1cc(-c2ccccc2Cl)no1)c1ccccc1 | -1 | 0.1 | 92* | 3 | 3 | 16 | -7 | 6 | 0.73
O=C(CSc1ncccn1)NCCc1ccccc1 | x | 0.2 | 81* | 4 | x | x | x | -4 | -1
CCCn1nc(-c2ccccc2)c2nc3ccccc3nc21 | x | 1 | 4 | 4 | x | 9 | -1 | -6 | 0.15
CCN1CCCC1Cn1cnc2c([nH]c3ccc(Cl)cc32)c1=O (centres undefined) | 9 | 0.8 | 22 | 4 | -9 | 10 | -6 | 10 | 1
C=CCSc1nccc(-c2cc(Cl)sc2Cl)n1 | -5 | 0.2 | 80* | 15 | 2 | -2 | -5 | -10 | -1.1
c1ccc2[nH]c(SCc3cscn3)nc2c1 | -8 | 0.1 | 91* | -3 | 7 | 5 | -2 | 0 | -1.1
CSc1nc(SC)c2c3c(oc2n1)COC(C)(C)C3 | x | 0.8 | 16 | 8 | x | x | x | 4 | x
COc1cc(CNc2cccc(F)c2)cc(Br)c1O | 1 | 0.8 | 16 | 5 | 1 | 8 | -5 | -13 | -0.22
CCC(=O)NC1(C(F)(F)F)C(=O)Nc2c1c(=O)n(C)c(=O)n2C (centres undefined) | x | 0.3 | 72* | 2 | x | x | x | 18 | 0.47
CNC(=S)N1CCN(c2ccc(OC)cc2)CC1 | 6 | 0.3 | 70* | 2 | -3 | 10 | -8 | -3 | -0.52
C=CCn1c(=N)n(CC(O)COc2ccccc2OC)c2ccccc21 (centres undefined) | x | 0.7 | 28 | 4 | x | -8 | 0 | -17 | -0.11
NC(=S)NNc1cc(Cl)cc(Cl)c1 | 5 | 0.8 | 20 | 6 | -7 | 2 | -3 | 10 | -0.72
COc1ccc(N(CC(=O)NC2CCCCCC2)S(=O)(=O)c2c(C)nn(C)c2C)cc1 | x | 0.7 | 33 | -4 | x | -15 | -6 | -6 | 1.3
COc1cc(C(=O)OCC(=O)NC2CCCC2)cc(NC(=O)c2ccco2)c1OC | 4 | 0.2 | 78* | 7 | -4 | -2 | -3 | -5 | -0.15
O=C(NCc1cccc(CNC(=O)c2ccco2)c1)c1ccco1 | 5 | 1 | 4 | 5 | -5 | 1 | -3 | -9 | -1.8
COc1ccc(CCN2C(=O)C3CC=C(C)CC3C2=O)cc1OC (centres undefined) | 9 | x | x | x | -9 | -6 | -2 | x | 1
CC(=O)Nc1ccc(N=Cc2ccc[nH]2)cc1 | -15 | 0.9 | 5 | 8 | 18 | -8 | -4 | 16 | -0.22
CC(C)NC(=O)C(Sc1ccccc1)c1ccccc1 (centres undefined) | -6 | 0 | 96* | 4 | 7 | -19 | -4 | 0 | -0.67
Cc1cc2ccccc2n1CCNC(=O)C(C)Oc1ccccc1 (centres undefined) | x | 0 | 100* | 4 | x | 14 | -7 | 0 | 0.21
COc1ccc(N2CCN(c3ncnc4c3cnn4-c3ccc(C)cc3C)CC2)cc1 | 5 | 0.9 | 6 | 10 | -2 | 10 | -4 | 0 | 0.24

Reprinted at random: five records from the list, in no set order.
SMILES | sEH inh | CYP2C19 act | CYP2C19 inhib | PostGolgi ctrl | sEH activator | S1P2 antag | S1P2 ag | PostGolgi yeast | hDAT+cocaine
NC(=S)NNc1cc(Cl)cc(Cl)c1 | 5 | 0.8 | 20 | 6 | -7 | 2 | -3 | 10 | -0.72
COc1ccc(N2CCN(c3ncnc4c3cnn4-c3ccc(C)cc3C)CC2)cc1 | 5 | 0.9 | 6 | 10 | -2 | 10 | -4 | 0 | 0.24
COc1ccc(CCN2C(=O)C3CC=C(C)CC3C2=O)cc1OC (centres undefined) | 9 | x | x | x | -9 | -6 | -2 | x | 1
O=C(NCc1cccc(CNC(=O)c2ccco2)c1)c1ccco1 | 5 | 1 | 4 | 5 | -5 | 1 | -3 | -9 | -1.8
COc1cc(C(=O)OCC(=O)NC2CCCC2)cc(NC(=O)c2ccco2)c1OC | 4 | 0.2 | 78* | 7 | -4 | -2 | -3 | -5 | -0.15

More entries:
SMILES | sEH inh | CYP2C19 act | CYP2C19 inhib | PostGolgi ctrl | sEH activator | S1P2 antag | S1P2 ag | PostGolgi yeast | hDAT+cocaine
COc1ccc(N2C(=O)C(Cl)=C(N3CCN(Cc4ccccc4)CC3)C2=O)cc1 | 4 | 0.9 | 8 | 9 | 1 | 2 | -8 | 6 | 1.8
Cc1cccc(NC(=O)C2CC(=O)OC23CCCCC3)c1 (centres undefined) | 8 | 0.2 | 76* | 1 | -9 | -22 | 0 | 7 | -1.5
Cc1ccc(C)c(-n2c(Cc3cc(=O)[nH]c(=O)[nH]3)nnc2SCC(=O)NCC2CCCO2)c1 (centres undefined) | x | 1.1 | -10 | 2 | x | 10 | -2 | -2 | -1.3
COc1ccc(Nc2nc(-c3ccccc3)cs2)cc1 | 10 | 0.6 | 35 | 7 | -8 | -20 | 1 | -7 | -0.087
CC(C)N(C(=O)CSc1nc2ccccc2n1Cc1ccc(F)cc1)C(C)C | -11 | x | x | x | 10 | -2 | -5 | x | 0.0082
O=C(CSc1ccc(Cl)cc1)N1CCN(c2ccc([N+](=O)[O-])cc2Cl)CC1 | 10 | 0.9 | 11 | 78* | -8 | 9 | -6 | 82* | -0.94
O=C(N1CCOCC1)C12CC3CC(C1)CC(c1ccccc1)(C3)C2 | 5 | 0.5 | 45 | 7 | -6 | 7 | -4 | 5 | -0.26
CCN1C(=O)C2(C(C#N)=C(N)Oc3n[nH]c(COC)c32)c2ccccc21 (centres undefined) | 0 | 1 | -4 | 5 | -2 | 11 | -7 | 3 | 0.33
CC(=O)N1CCN=C1SCc1ccccc1Cl | -14 | 0.6 | 41 | 7 | 12 | 23 | -4 | -13 | 0.59
CCn1ncc(NC(=O)Nc2cccc(C(F)(F)F)c2)c1C(N)=O | -6 | 1.1 | -12 | 15 | 3 | -7 | 0 | -5 | -2
CCOC(=O)N1CCC(Nc2ccc3nnc(-c4ccccc4)n3n2)CC1 | -1 | 0 | 96* | 10 | 0 | 21 | -4 | -15 | 2.2
Nc1ncnc2c1ncn2CCN1CCCCC1 | 0 | 1.1 | -11 | -6 | 5 | 3 | -3 | -6 | 0.028
COCCCNc1oc(-c2ccccc2OC)nc1C#N | 0 | 0.9 | 13 | 3 | 4 | -15 | -6 | -2 | -0.38
CCCCCCC(=O)Nc1nc(C)c(-c2csc(Nc3ccc(Cl)cc3)n2)s1 | 70 | 0.9 | 12 | 7 | -70 | -19 | -1 | 9 | -0.071
CSc1ccccc1C(=O)N1CCN(c2ccc(F)cc2)CC1 | 2 | 0.8 | 17 | 13 | -1 | -24 | -1 | -7 | -0.72
Cc1cc(=O)[nH]c(COc2ccccc2)n1 | x | 0.7 | 30 | 26 | x | -3 | -8 | -8 | -0.77
O=c1c(C=Nc2cccc(C(F)(F)F)c2)c[nH]n1-c1cccc(Cl)n1 | -2 | 1 | -3 | -1 | 4 | 16 | -2 | -3 | -0.35
CCC(=O)Nc1ccc(NC(=O)CN2CCCC(C)C2)c(Cl)c1 (centres undefined) | -14 | 1 | 3 | -3 | 16 | -7 | -1 | -9 | 0.28
O=C(CCCC(=O)OCC(Cl)=C(Cl)Cl)Nc1cccc(F)c1 | -3 | 0.7 | 27 | 0 | 6 | -2 | -4 | -1 | -0.36
